procasp7 counter – counter-screen: procaspase-7 (human) activation; recombinant procaspase-7, Ac-DEVD-pNA absorbance 405 nm; D23A/D198A/D206A triple mutant, cannot self-cleave; scale: DMSO 0, 5 µM enzyme 100; activation, % at 8.5 µM; 330,000 compounds, 0.093% hits; AID 463210;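 active = percent activation above the screen-wide mean plus 3 SD, cut at about 25% in these data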
Target sequence (P55210 whole entry D23A/D198A/D206A): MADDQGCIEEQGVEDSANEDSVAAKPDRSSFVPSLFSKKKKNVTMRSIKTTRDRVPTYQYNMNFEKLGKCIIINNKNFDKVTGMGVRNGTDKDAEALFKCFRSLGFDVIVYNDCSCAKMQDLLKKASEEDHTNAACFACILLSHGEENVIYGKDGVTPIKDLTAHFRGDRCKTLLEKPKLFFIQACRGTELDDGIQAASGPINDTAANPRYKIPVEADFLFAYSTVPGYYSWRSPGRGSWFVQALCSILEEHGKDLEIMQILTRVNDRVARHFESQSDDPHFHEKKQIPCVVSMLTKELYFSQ
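Assay system: Uncleavable procaspase-7 mutant enzyme / Input: 2 µM procaspase-7 mutant as dispensed / Dosing: single nominal 8.5 µM compound dose, 0.8% DMSO final / Timing: 1 h enzyme–compound preincubation and 2 h substrate reaction, both 25 °C / Detection: p-Nitroaniline absorbance at 405 nm, read at 0 and 120 min / Replication: singlicate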
VLA-4 inh – inhibition in a human VLA-4 binding assay; VLA-4 expressing cells, ligand binding flow cytometry; inhibition, % (about 7 µM as worked out from the volumes in the protocol); 330,000 compounds, 0.2% hits; P13612; AID 2557; in the data active = inhibition above about 50%
GASC-1 inh – inhibitors of human GASC-1 (JMJD2C) demethylase; Q9H3R0; GST-JMJD2C(1-420) H3K9me3 demethylation, DELFIA europium; inhibition, % at 2.35 µM; 330,000 compounds, 0.069% hits;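 active = more than half of a compound's replicate wells show inhibition beyond 50%, single wells judged on their own value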;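 also: signal counts dimethyl H3K9 product captured on neutravidin plate; 0% = median of DMSO wells and 100% = 0.3 times that DMSO median; strong numbers were not always called active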
Target sequence (Q9H3R0 1-420 limits assumed): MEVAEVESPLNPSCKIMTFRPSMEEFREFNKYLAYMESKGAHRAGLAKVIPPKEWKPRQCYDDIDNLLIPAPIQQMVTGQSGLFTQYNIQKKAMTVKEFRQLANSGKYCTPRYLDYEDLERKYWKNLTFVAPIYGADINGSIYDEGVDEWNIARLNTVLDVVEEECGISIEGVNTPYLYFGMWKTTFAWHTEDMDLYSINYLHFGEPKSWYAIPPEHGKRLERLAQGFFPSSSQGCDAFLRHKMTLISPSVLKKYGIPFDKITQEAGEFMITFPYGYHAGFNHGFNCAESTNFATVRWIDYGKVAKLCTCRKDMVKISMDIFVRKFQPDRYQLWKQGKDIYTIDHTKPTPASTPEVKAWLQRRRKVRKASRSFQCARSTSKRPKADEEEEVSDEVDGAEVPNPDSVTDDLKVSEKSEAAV
PP1 inh – blocks human PP1-alpha phosphatase, a PP5 counter-screen; P62136; purified PP1alpha, OMFP fluorescence; inhibition, % at 6.7 µM; 320,000 compounds, 0.9% hits;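 active = inhibition above the mean inhibition of all tested compounds plus 3 SD, computed separately for each screening campaign, cut at about 15% in these data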
procasp3 activ – activates human procaspase-3 | P42574 | recombinant procaspase-3 D3A, Ac-DEVD-pNA absorbance 405 nm | activation, % at 8.5 µM | 330,000 compounds, 0.11% hits;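 active = activation above the mean of all tested compounds plus 3 SD, cut at about 21% in these data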;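 also: 0% = DMSO alone and 100% = DMSO wells spiked with extra 5 µM PC-3 D3A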
Target sequence (P42574 whole entry D9A/D28A/D175A): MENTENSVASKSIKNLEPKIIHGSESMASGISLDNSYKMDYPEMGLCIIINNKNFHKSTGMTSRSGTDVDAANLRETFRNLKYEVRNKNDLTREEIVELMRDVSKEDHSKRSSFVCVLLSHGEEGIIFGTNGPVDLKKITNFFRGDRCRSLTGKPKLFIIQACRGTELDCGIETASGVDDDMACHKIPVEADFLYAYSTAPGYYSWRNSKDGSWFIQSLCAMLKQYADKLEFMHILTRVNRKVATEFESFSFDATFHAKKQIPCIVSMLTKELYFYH
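Test system: Procaspase-3 D3A mutant, all three cleavage aspartates alanine | Dosing: Single dose, 8.5 µM nominal compound, 0.8% DMSO | Schedule: 1 h preincubation, 2 h reaction | Technique: 405 nm absorbance of p-nitroaniline, reads at 0 and 120 min | Repeats: One well per compound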
HCV core dimer – blocks dimerization of HCV core protein; TR-FRET GST/Flag-core106 dimerization, 1536-well; inhibition, % at 5 µM; 300,000 compounds, 0.33% hits; AID 1899;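 active = inhibition above the mean of all tested compounds plus 3 SD, set per screening campaign, cut at about 45% in these data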
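test system = GST/Flag-tagged HCV core106 proteins | probe or stimulus = Eu donor and XL665 acceptor anti-tag antibodies | times = compound-protein-antibody incubation 4 h at 22.5 °C | signal = TR-FRET, excitation 340 nm, emission 617 and 671 nm | measure = percent inhibition of core106 dimerization signal | controls = wells lacking GST-core106 and wells with excess unlabelled core106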
PP5 inh – blocks human protein phosphatase 5 activity. 320,000 compounds, 0.18% hits. inhibition, % at 6.7 µM. AID 1987. purified PP5c, OMFP substrate fluorescence;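 active = inhibition above the campaign's mean inhibition across all tested compounds plus 3 SD, cut at about 9.5% in these data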;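 also: 0% = DMSO only and 100% = 100 µM cantharidin control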
CTSL1 counter – cathepsin L1 inhibition, PFM18AAP counter-screen. AID 1906. inhibition, % at 5.96 µM. 300,000 compounds, 0.49% hits. recombinant F. hepatica cathepsin L1, Z-Leu-Arg-MCA fluorescence;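 active = inhibition above the mean of all tested compounds plus 3 SD, set per screening campaign, cut at about 17% in these data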;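 also: 0% = plate median of test compound wells and 100% = 1 µM Z-Phe-Ala-diazomethylketone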
GRK2 inh – blocks RNA aptamer binding to human GRK2; P25098; bead flow cytometry, FAM-aptamer displacement from GRK2; inhibition of aptamer binding, % at 10 µM; 330,000 compounds, 0.59% hits; AID 488847;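 active = inhibition of aptamer binding above 40%, roughly 3 SD of noise, on plates passing a quality check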;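 also: median bead fluorescence of bound FAM aptamer so fluorescent compounds give negative values; no value below 0 was filed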
The depositor's hits bear a star; i = inactive; . = no result given; & = joins results of further samples.

SMILES	procasp7 counter	VLA-4 inh	GASC-1 inh	PP1 inh	procasp3 activ	HCV core dimer	PP5 inh	CTSL1 counter	GRK2 inh
CCOC(=O)C1=C(C)NC(=S)NC1c1ccc(OCC(=O)N2CCCCCC2)c(OC)c1 (stereo not given)	1	2	-13	2	8	0	2.4	1	1
C=CCn1c(NCc2ccc(N(C)C)cc2)nc2ccccc21	-5	12	3	-9	4	0	2.0	-1	1
O=c1[nH]c2cc3c(cc2cc1CN(Cc1nnnn1C1CCCC1)C1CCCC1)OCCO3	-14	3	4	-2	-3	4	4.4	-4	0
CCC(C)(C)NC(=O)CN(C(=O)c1csnn1)c1cccc2c1CCCC2	-6	5	15	-2	3	3	-0.8	-1	0
O=C(c1ccco1)N1CCN(c2cc(=O)n(C3CCCCC3)c(=O)[nH]2)CC1	-9	8	5	-5	-10	3	-2.7	-2	5
Cc1csc(NC(=O)c2cccnc2Cl)n1	-4	1	-3	-5	4	2	-3.5	9	3
CCOc1ccc(Nc2nc(Nc3ccc(O)cc3)nc(C)c2[N+](=O)[O-])cc1	2	8	-19	-3	5	7	2.1	0	0
CCN1C(=O)[C@@H]2[C@@H](c3ccc(-c4ccc(C(C)=O)cc4)cc3)N3CCC[C@@]3(C(=O)OC)[C@@H]2C1=O	-11	-8	5	-1	10	12	2.0	1	0
O=C(NNc1nccc(C(F)(F)F)n1)Nc1cccc(Cl)c1	-3	4	-12	-2	-2	2	0.7	0	3
CCOC(=O)CN1C(=O)C(C)(C)Oc2ccc(C(=O)NC(C)(C)CC)cc21	4	-6	-11	2	-3	-2	1.0	1	1
COc1ccc(NS(=O)(=O)c2ccc(NC(=O)c3ccc(CN4CCOCC4)cc3)cc2)cc1	6	7	1	-1	7	-5	0.1	0	0
CC(=O)Nc1ccc(S(=O)(=O)N2c3ccc(F)cc3CCC2C)cc1 (stereo not given)	12	-3	-12	-4	6	2	0.1	-3	0
CNS(=O)(=O)c1ccc(N=Cc2c(C)[nH]n(-c3ccc(C)cc3C)c2=O)cc1	-2	40	-34	-2	-7	-2	3.7	-2	1
O=C(c1ccco1)N(c1ccccn1)c1ccccn1	-8	-9	4	4	-7	-6	-1.2	6	0
COc1cc2[nH]c(Cl)c([N+](=O)[O-])c2cc1OC	-12	2	0	0	-15	-2	0.9	3	3
COc1ccc(NC(=O)COC(=O)CCc2cc(OC)c(OC)c(OC)c2)c([N+](=O)[O-])c1	2	16	2	-1	0	1	2.6	-15	3
C/C(=N\Nc1ccc2nncn2n1)c1ccc(Cl)s1	5	3	-3	-3	4	0	0.0	2	4
CCCc1n[nH]c(=O)c2c1nnn2Cc1ccccc1F	1	-5	-10	0	-3	-11	0.5	-1	0
c1ccc(N2CCN(c3nc4ccccc4n4cnnc34)CC2)cc1	8	-11	-3	2	2	5	-0.2	2	2
CN1C(=O)c2ccccc2C(C(=O)NCC2CCCO2)C1c1c[nH]c2ccccc12 (stereo not given)	2	3	7	-3	-3	1	-0.1	-3	0
Cc1ccc(C)c(NC(=S)N(C)CCO)c1	-2	10	-2	-4	8	-1	-2.2	-5	3
O=C1C(C2=NC(c3ccccn3)C3C(=O)N(c4ccc(OC(F)(F)F)cc4)C(=O)C23)=C(O)c2ccccc21 (stereo not given)	8	-3	3	0	0	3	-0.1	-2	1
Fc1ccc(-c2cc(C(F)(F)F)nc(NCC3CCCO3)n2)cc1 (stereo not given)	-10	-5	8	-5	-4	4	1.9	11	3
CC(=O)Nc1ccc(-n2nnnc2SCC(=O)NCc2cccs2)cc1	8	13	-11	0	8	-3	-1.8	2	2
COc1ccc2ccc(O)c(CN3CCN(S(=O)(=O)c4cc([N+](=O)[O-])ccc4C)CC3)c2c1	-9	3	1	-1	-4	.	3.4	.	0
SMILES	procasp7 counter	VLA-4 inh	GASC-1 inh	PP1 inh	procasp3 activ	HCV core dimer	PP5 inh	CTSL1 counter	GRK2 inh
CCN(CC(=O)Nc1ccc(NC(C)=O)cc1)C(=O)C1CCCN(C(=O)c2ccc(Cl)cc2)C1 (stereo not given)	-4	-28	3	-2	5	.	2.6	.	0
COc1ccc(NC(=O)CSc2nnc(-c3cccnc3)s2)cc1	5	-6	-6	-1	8	-12	-0.6	1	2
CC(=O)N1CCC(O)(c2ccc3c(c2)OCO3)CC1	-1	11	3	-2	0	8	-0.7	1	2
CC(=O)OC1c2c(ccc3ccc(=O)oc23)OC(C)(C)C1OC(=O)CC(C)C (stereo not given)	0	-2	-3	-10	-6	0	3.5	-6	2
CCCCN(C(=O)c1ccc([N+](=O)[O-])o1)c1c(N)n(CCCC)c(=O)[nH]c1=O	4	10	-9	-2	6	-3	-0.7	1	2
COc1ccccc1CNC(=O)c1ccc(NC2=NC3CS(=O)(=O)CC3S2)cc1 (stereo not given)	-1	1	9	2	5	-11	2.3	-5	0
CCOc1ccc(NC(=S)NC(=O)c2ccco2)cc1	-12	-34	1	-2	0	-2	-3.4	2	74*
CN(C(=O)C1CCCC1)C1CCS(=O)(=O)C1 (stereo not given)	13	4	7	-2	5	-5	-1.0	1	0
CCn1nc(C(=O)N2CCN(Cc3ccc4c(c3)OCO4)CC2)c2ccccc2c1=O	0	-5	1	0	-5	-6	-1.1	0	2
C=CCc1cccc(CNc2ccc(S(=O)(=O)Nc3nccnc3OC)cc2)c1O	-1	0	14	-5	3	-20	1.6	-1	2
COc1ccccc1C(=O)Nc1ccnn1C1CCN(C(=O)C(C)(C)C)CC1	8	1	7	2	-1	-4	-0.6	-4	0
CCCCn1c(N)c(S(=O)(=O)c2ccc(C)cc2)c2nc3ccccc3nc21	-20	3	3	2	13	13	4.5	5	0
CCOc1ncccc1C(=O)Nc1ccccc1N1CCOCC1	6	0	3	.	4	.	.	.	0
Cc1ccc(S(=O)(=O)c2nc(S(=O)(=O)c3ccc(C)cc3)c(NCc3ccco3)s2)cc1	7	.	-45	4	6	12	5.0	0	0
COC(=O)C1=NNC(C(=O)c2ccco2)C1c1ccc(OC)cc1 (stereo not given)	-6	9	-4	5	-4	0	-3.7	-3	0
COCC(=O)Nc1sc2c(c1C(=O)OC)CCCC2	3	5	-2	-1	3	4	0.1	-1	0
COc1cc2c(cc1NC(=O)CCCN1C(=O)CCC1=O)oc1ccccc12	10	12	-1	1	10	6	0.1	1	1
c1ccc(C(c2ccccc2)c2ccn[nH]2)cc1	6	-6	-2	0	-12	1	-1.4	2	0
COc1cc(NC(=S)NC(=O)c2ccccc2F)ccc1NC(=O)c1cccs1	-1	-3	-10	-1	-1	0	1.5	0	0
COc1ccc(Cn2c(-c3ccc(OC)cc3)nc3ccccc32)cc1	3	0	17	4	-3	2	3.9	2	3
COc1cccc(S(=O)(=O)N2CCN(Cc3ccc4c(c3)OCO4)CC2)c1	-2	13	1	0	1	5	1.0	-1	0
Cc1ccc(S(=O)(=O)c2nc(-c3ccccc3)oc2N2CCCC2)cc1	-7	7	.	-3	2	.	1.4	.	0
N#Cc1ccc(CSc2nc(N)cc(=O)[nH]2)cc1	1	3	5	-2	-2	12	-0.8	4	1
Cc1ccc(-n2sc3ccccc3c2=O)cc1S(=O)(=O)N1CCCCC1	-33	-6	-1	1	-28	24	0.4	-2	0
O=S(=O)(c1ccccc1)c1cccc(S(=O)(=O)N2CCCCC2)c1	-9	4	3	1	-2	-6	-1.4	0	1
SMILES	procasp7 counter	VLA-4 inh	GASC-1 inh	PP1 inh	procasp3 activ	HCV core dimer	PP5 inh	CTSL1 counter	GRK2 inh
COc1ccc(/C=C2\CC/C(=C\c3ccc(OC)c(OC)c3)C2=O)cc1OC	3	3	1	3	4	17	-0.2	-4	1
CCOC(=O)c1cc(C#N)c(SCC(=O)OC)[nH]c1=O	-5	-1	18	0	-1	-5	-4.0	7	1
COc1ccc(/C=N/Nc2cc(C)nc(N3CCOCC3)n2)cc1OC	11	2	-3	-2	-7	1	0.0	1	1
Fc1ccccc1C1CCN(Cc2nc(COc3ccccc3)no2)C1 (stereo not given)	0	-1	-2	-1	-2	1	-0.1	6	3
COc1cc(/C=N/Nc2ccccc2C(F)(F)F)ccc1O	-11	4	-2	-2	2	-2	0.5	3	3
CCOC(=O)c1nnn(-c2nonc2NC(C)=O)c1C	7	2	6	-4	-2	-6	1.1	-2	4
Cc1noc(C)c1NC(=O)Nc1ccc2c(c1)C(=O)N([C@H](C)CO)C[C@H](C)[C@@H](CN(C)S(=O)(=O)c1ccc(F)cc1)O2	0	3	-39	.	7	.	.	.	0
CC(=O)c1cccc(NC(=O)CCc2nnc3ccc(N4CCOCC4)nn23)c1	0	2	-1	3	2	-5	-0.1	-3	1
COCCCNC(=S)NNC(=S)NCCCOC	-17	13	5	-3	-3	-2	3.4	1	0
C/C(=N\Nc1nc(-c2ccc(C)cc2C)cs1)c1cc2ccccc2oc1=O	-4	20	-1	8	7	51*	-1.0	1	0
Cc1ccc(N2CC(C(=O)N3CCN(Cc4ccc5c(c4)OCO5)CC3)CC2=O)cc1 (stereo not given)	3	3	-3	1	-11	-8	-0.5	1	1
O=S(=O)(NCCc1ccccc1)c1cccc(S(=O)(=O)N2CCOCC2)c1	1	-9	28	3	-1	-5	-0.5	-4	1
COc1ccc(CCNS(=O)(=O)c2ccc3c(c2)CCN3C(=O)C2CC2)cc1OC	2	-1	44	13	-8	-5	-2.2	5	2
CCN(CC)S(=O)(=O)c1ccc(N2CC(C(=O)NCc3ccc4c(c3)OCO4)CC2=O)cc1 (stereo not given)	-10	13	-1	0	2	.	-0.4	.	5
COc1ccc(CCNC(=O)C2CCCN2C(=O)Nc2ccc(C)cc2)cc1OC (stereo not given)	-8	4	63	-3	7	-9	4.2	0	0
CN(C)NC(=S)NC1(C)CCS(=O)(=O)C1 (stereo not given)	9	1	-1	-3	6	-4	-0.3	-6	1
O=C(c1cccn2c(=O)c3cc(Cl)ccc3nc12)N1CCOCC1	-2	3	-6	-2	5	3	-0.1	5	0
Cn1cnnc1SCC(=O)NCCc1ccc(Cl)cc1Cl	-3	9	i	-1	6	-2	-0.5	-3	0
CC(C)N(C(=O)CSc1nnc(-c2cc3ccccc3cc2O)n1Cc1ccco1)C(C)C	-4	-1	-6&-6	-1	0	6	2.2	-2	6

Arranged by formula weight (high to low): five of the compounds above.
SMILES	procasp7 counter	VLA-4 inh	GASC-1 inh	PP1 inh	procasp3 activ	HCV core dimer	PP5 inh	CTSL1 counter	GRK2 inh
CC(C)N(C(=O)CSc1nnc(-c2cc3ccccc3cc2O)n1Cc1ccco1)C(C)C	-4	-1	-6&-6	-1	0	6	2.2	-2	6
COc1ccc(CCNS(=O)(=O)c2ccc3c(c2)CCN3C(=O)C2CC2)cc1OC	2	-1	44	13	-8	-5	-2.2	5	2
O=S(=O)(NCCc1ccccc1)c1cccc(S(=O)(=O)N2CCOCC2)c1	1	-9	28	3	-1	-5	-0.5	-4	1
Fc1ccccc1C1CCN(Cc2nc(COc3ccccc3)no2)C1 (stereo not given)	0	-1	-2	-1	-2	1	-0.1	6	3
CN(C)NC(=S)NC1(C)CCS(=O)(=O)C1 (stereo not given)	9	1	-1	-3	6	-4	-0.3	-6	1

Source: PubChem BioAssay (several laboratories)
